High-throughput results as filed in PubChem.
Pf growth 48h: P. falciparum growth inhibition at 48 hours (one generation); P. falciparum luciferase growth in erythrocytes, 48 h; Potency, µM (top dose mostly 28.7 µM), inactives show at the top dose activity change, negative = inhibition, actives largely listed as inhibitors; 310,000 tested, 5.9% active; further: potency means the concentration at half of the fitted maximal effect; on the % scale 0 is the no-effect control and ±100 the full control effect
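In quantitative HTS format, infected erythrocytes bearing luciferase-reporter parasites were treated for a single generation at 37 C. Luminescence after adding detection reagent served as the growth measure.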
FBPA Giardia inh: Giardia lamblia aldolase inhibition. purified Giardia FBPA. Potency, µM (doses to about 59.6 µM), inactives show at the highest dose activity, negative = inhibition, usual class: inhibitors. 290,000 tested, 0.71% active; further: potency means the concentration at half of the fitted maximal effect; on the % scale 0 is the no-effect control and ±100 the full control effect; nearly all actives have a fitted effect of over 55% in size
Target sequence (A8B2U2 whole entry, looked up): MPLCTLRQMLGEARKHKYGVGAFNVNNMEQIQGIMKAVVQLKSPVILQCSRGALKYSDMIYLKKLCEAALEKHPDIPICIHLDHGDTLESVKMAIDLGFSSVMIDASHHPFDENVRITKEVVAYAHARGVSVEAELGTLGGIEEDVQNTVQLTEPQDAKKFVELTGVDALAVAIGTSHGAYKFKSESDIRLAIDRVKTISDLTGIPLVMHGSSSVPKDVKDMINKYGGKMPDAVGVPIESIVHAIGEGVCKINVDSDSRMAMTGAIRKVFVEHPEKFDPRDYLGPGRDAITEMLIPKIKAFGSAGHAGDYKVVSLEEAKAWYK
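Giardia FBPA (40 nM reagent) was preincubated 10 min at RT with compound (up to 57.5 uM final), then substrate plus GAPDH/TPI/NAD/arsenate coupling system with diaphorase/resazurin was added; resorufin fluorescence (525/598 nm) was read after 20 min.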
CHX counter: affects cycloheximide protein synthesis inhibition readout, counter-screen. cell reporter, cycloheximide protein synthesis inhibition counterscreen. AID 2314. 300,000 tested, 12% active. max response, %; in the data active means max response mostly above about 13%, no sharp cut-off; inactive means mostly below about 14%; further: read at 38.3 µM for the half of the compounds with a filed dose; 0% is about no effect
HCV inhibitor: blocks hepatitis C virus; 340,000 tested, 3.4% active; Potency, µM (doses to about 41.8 µM), for inactives: top-dose activity change, negative = inhibition, most hits filed as inhibitors; Huh7.5.1 HCVcc-Cre infection, luciferase reporter, 44 h; further: potency means the concentration at half of the fitted maximal effect; on the % scale 0 is the no-effect control and ±100 the full control effect
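Cells (1,000/well) were plated 4 h before compound, then infected with HCVcc-Cre virus (~0.5 moi). After 44 h further culture, infection was read as luciferase luminescence following a 15 min substrate incubation at room temperature.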
Shiga inhibitor: inhibitors of Shiga toxin in Vero cells; Vero cells, Shiga toxin protein synthesis inhibition reporter; inhibition, % at 38.7 µM; 290,000 tested, 9.2% active; in the data active means inhibition mostly above about 28%, no sharp cut-off; inactive means mostly below about 43%; further: 0% is about no effect
Pf growth 96h: inhibits malaria parasite growth, 96 h. 320,000 tested, 6.9% active. P. falciparum luciferase reporter growth, 96 h. Potency, µM (series often up to 28.7 µM), for inactives: at the highest dose activity change, negative = inhibition, most hits filed as inhibitors; further: potency means the concentration at half of the fitted maximal effect; on the % scale 0 is the no-effect control and ±100 the full control effect
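Two-generation exposure (96 h) targets delayed-death phenotype. Reporter parasites carrying integrated firefly luciferase, in red cells at 2% hematocrit and 0.05% parasitemia final, kept at 37 C, 5% CO2; luminescence loss indicates inhibition.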
* = called active by the depositor; ? = inconclusive; / = not tested or not shown; [ ] = dose if it differs, or a comment. Unless noted, the call rests on the fitted dose curve; in most records, active means well fitted curve in the direction sought with a large enough effect; inconclusive means small, poorly fitted or top-dose-only effect, or another doubt; inactive means no such curve, though single readings can be large; an effect the other way counts as inactive or inconclusive.

SMILES | Pf growth 48h | FBPA Giardia inh | CHX counter | HCV inhibitor | Shiga inhibitor | Pf growth 96h
CC(C)CCNC(=O)CCc1nnc2ccc(N3CCC(C)CC3)nn12 | 2%[0.00184 µM] | 0% | -6 | -5% | -12 | ?
CCc1nnc(NC(=O)c2ccc(S(=O)(=O)N3CCCc4ccccc43)cc2)o1 | 7.4µM* | ? | 2 | ? | -8 | /
CCCc1nc2ccccc2c(C(=O)OCC(=O)Nc2ccc(S(=O)(=O)N3CCOCC3)cc2)c1CC | 15µM* | -1% | -3 | 8.9µM* | -3 | /
CC(=O)Nc1ccc(NC(=O)c2ccccc2C)cc1 | 16% | 3% | 13 | 4% | 24 | /
O=C(CCn1cnnn1)Nc1ccc(F)cc1 | 96%[activator] | 2% | 26* | 24% | 66* | 1%
COc1ccc(NC(=O)Nc2nccs2)cc1 | 128%[activator] | -6% | 32* | -8% | 85* | /
CC(C)c1ccccc1NC(=O)CC1(CC(=O)O)CCCC1 | -3% | -3% | -1 | 8% | 13 | 4%
CSCC[C@H](NC(=O)OC(C)(C)C)c1nnc(SCC(=O)Nc2c(C)cccc2C)o1 | / | 1% | -1 | 3% | -15 | ?
O=C(COc1ccccc1[N+](=O)[O-])N(C1CCCCC1)C1CCS(=O)(=O)C1 (stereo unspecified) | -8% | / | / | 4% | / | 20%
CC(Sc1ccsc1[N+](=O)[O-])C(=O)NCCc1ccc(Cl)cc1 (stereo unspecified) | ? | -1% | -2 | ? | -11 | ?
CN(CCc1ccccn1)C(=O)c1ccc(OC2CCN(CCc3ccccc3)CC2)cc1 | -14% | 6% | 17* | ? | 25 | ?
COc1ccc(NC(=O)CN(C)C(=O)/C=C/c2cn(Cc3ccccc3)nc2-c2cccnc2)cc1 | ? | / | / | 3% | / | 9.3µM*
CCCCn1nnc(NC(=S)NC(=O)c2cccs2)n1 | 65%[activator] | ? | 28* | -9% | 115* | ?
COc1ccc(OC)c(C2=Nn3c(nnc3-c3cccc(OC)c3OC)SC2)c1 | / | 5% | -5 | / | -6 | /
c1ccc2c(c1)C(=Nn1cnnc1)c1ccccc1-2 | 3% | -12% | -1 | ? | 20 | 12µM*
Cc1cc(C(=O)N/N=C/C=C/c2ccccc2)c(C)o1 | -2% | 2% | 13 | -10% | -9 | 20%
OCn1ncn(-c2ccccc2)c1=S | 18% | ? | 7 | -20% | 3 | /
CN(C(=S)Nc1ccc(F)cc1)C1(c2ccccc2Cl)CCCCC1=O (stereo unspecified) | 13% | 1% | -2 | -7% | -3 | ?
Cc1cc(N)ccc1-c1cc2ccccc2oc1=O | 35%[activator] | -4% | 17* | ? | / | ?
O=C(CCn1c(=O)sc2ccccc21)NCc1ccco1 | 4% | -4% | -1 | 1% | 1 | -33%
Cc1cc(C(=O)NCc2cccs2)nn1C | 25% | 5% | 2 | 0% | -3 | 4%
O=S(=O)(c1cccc(-c2cn3ccccc3n2)c1)N1CCCC1 | -27% | / | 14 | ? | 17 | -18%
CCCCCN(C(=O)CCC(=O)OCc1cccc(F)c1)c1c(N)n(CCCC)c(=O)[nH]c1=O | ? | / | / | 11% | / | ?
COc1ccc(C(C)NC(=S)NCc2ccc(F)cc2)cc1OC (stereo unspecified) | ? | / | -3 | -14% | -33 | 22%
CCOC(=O)C(CCCCOc1cccc(CC)c1)C(=O)OCC | 8% | 5% | -7 | -2% | -6 | 66%[activator]
Additional entries
SMILES | Pf growth 48h | FBPA Giardia inh | CHX counter | HCV inhibitor | Shiga inhibitor | Pf growth 96h
Nc1nonc1-n1nnc(C(=O)N/N=C/c2cccnc2)c1CSc1ccc(Cl)cc1 | ? | 11% | 2 | -4% | -7 | 4%
COC(=O)C1CCN(C(=O)CCC2CCCCC2)CC1 | 26% | 5% | 12 | 13% | 39 | /
COc1ccc(C(=O)NCCc2nnc(SCC(=O)Nc3ccccc3F)n2C)cc1 | 16% | 1% | -2 | 7% | -2 | ?
CCOC(=O)CNC(=O)c1cc(C)oc1C | 4% | -11% | 7 | 14% | -6 | ?
COc1ccc([C@H]2CC(=O)C=C(c3ccc(F)nc3)C2)cc1OC | -1% | / | / | -1% | / | 23%
COc1ccc(C(=O)NCc2nnc(SCC(=O)c3ccc(F)cc3)n2C)cc1OC | -8% | / | / | 8% | / | ?
COc1cc2c(c(OC)c1O)C(=O)CO2 | 1% | ? | 2 | -1% | -8 | 79%[activator]
CC1CCCC(C)N1C(=O)Cn1cc(/C=C2/C(=O)Nc3ccccc32)c2ccccc21 (stereo unspecified) | ? | -5% | 8 | ? | -1 | 74%[activator]
C/C(=N\NC(=O)COc1ccccc1-c1ccccc1)c1ccc(O)cc1O | ? | 12% | -4 | 11µM* | -7 | ?
Cc1ccc(NC(=O)/C(=C/c2cccs2)NC(=O)c2ccco2)c(C)c1 | -20% | 2% | 6 | 9% | 4 | ?
OCCNc1c2ccccc2nc2c(F)c(F)c(F)c(F)c12 | 17% | -10% | -4 | ? | -1 | 24%
CCOc1ccccc1NC(=O)C1CCCN(S(=O)(=O)c2ccc3c(c2)C(C)(C)C(=O)N3C)C1 (stereo unspecified) | ? | -2% | 2 | ? | -2 | 0%
O=C(O)c1cc([N+](=O)[O-])ccc1NCc1ccccn1 | 16% | / | / | 11% | / | 43%[activator]
Cn1c(=O)[nH]c(=O)c2c1nc(N1CCCCC1)n2CC(O)COc1ccc([N+](=O)[O-])cc1 (stereo unspecified) | -12% | -1% | -2 | 5% | 45 | 9.3µM*
COC(=O)Cn1c(CCS(=O)(=O)c2ccc(Cl)cc2)nc2ccccc21 | -15% | 3% | 2 | 11% | -10 | /
O=[N+]([O-])c1cccc(S(=O)(=O)NCCOc2cccc3cccnc23)c1 | 8% | / | 3 | 10% | -11 | -1%
O=C1CCCN1C(=O)CSc1nnnn1-c1ccccc1 | -24% | / | / | 6% | / | -24%
CCc1nnc(NC(=O)CSc2nnc(CNc3cccc(Cl)c3)n2CC)s1 | -3% | 1% | 1 | -3% | -8 | /
COC(=O)c1ccccc1NC(=O)CN1C(=O)C2CCCN2c2ncc(Cl)cc21 (stereo unspecified) | 2.9µM* | -29% | -2 | -14% | 7 | -15%
CCCN(CCC)C(=O)C1CCC(CNS(=O)(=O)c2cccc3nsnc23)CC1 (stereo unspecified) | ? | / | 1 | -14% | -9 | 42%[activator]
CC(NCc1ccc(S(N)(=O)=O)cc1)C(=O)Nc1cccc(Cl)c1 (stereo unspecified) | 0% | 4% | -1 | 2% | -2 | 15%
Cc1cccc(NC(=O)C2CCCN(S(=O)(=O)c3ccc4[nH]c(=O)ccc4c3)C2)c1 (stereo unspecified) | ? | 10% | -3 | -20% | -3 | ?
COc1cccc2cc(C(=O)C3=C(O)C(=O)N(CCN(C)C)C3c3ccc(Cl)cc3)oc12 (stereo unspecified) | 2% | 4% | -3 | 19% | -10 | 5%
Cc1cc(C(=O)NC2CC(C)(C)Cc3c2cnn3-c2ccc(F)cc2)nn1C (stereo unspecified) | -9% | / | 20 | -20% | 20 | 33%[activator]
COc1cccc(CNC(=O)[C@@H](C)N2C(=O)N3CCc4c([nH]c5ccc(OC)cc45)C3(C)C2=O)c1 (stereo partly specified) | -50% | 0% | -2 | 8.9µM* | -4 | ?

Given with values under each structure: part of the list above.
Below each compound – Pf growth 48h | FBPA Giardia inh | CHX counter | HCV inhibitor | Shiga inhibitor | Pf growth 96h
COc1ccc(NC(=O)Nc2nccs2)cc1
    128%[activator] | -6% | 32* | -8% | 85* | /
CC(C)c1ccccc1NC(=O)CC1(CC(=O)O)CCCC1
    -3% | -3% | -1 | 8% | 13 | 4%
CSCC[C@H](NC(=O)OC(C)(C)C)c1nnc(SCC(=O)Nc2c(C)cccc2C)o1
    / | 1% | -1 | 3% | -15 | ?

Later entries.
SMILES | Pf growth 48h | FBPA Giardia inh | CHX counter | HCV inhibitor | Shiga inhibitor | Pf growth 96h
Cc1ccc(NS(=O)(=O)c2cn(C)c(=O)n(C)c2=O)c(C)c1 | 40%[activator] | 6% | 0 | 18% | 3 | -7%
Cc1cccc(C)c1NC(=O)CCCSc1nnc(-c2ccc(F)cc2)n1-c1ccccc1 | -14% | 12% | 1 | ? | -22 | 12µM*
CCOc1ccc(CN2CCN(Cc3c[nH]c4ccccc34)CC2)cc1 | -17% | ? | 0 | ? | -8 | 0%
CC(=O)Nc1nc(-c2ccc3ccccc3c2)cs1 | 336%[activator] | 9% | 38* | -28% | 87* | 438%[activator]
COC(=O)CNc1nc(Cl)nc(Nc2ccc(C)cc2)n1 | 9% | 0% | 8 | 27% | -9 | ?
CCOC(=O)C1C(=O)NC(c2ccccc2)=NC1c1ccc(F)cc1 (stereo unspecified) | 15% | 1% | -2 | -11% | 14 | 34%[activator]
COc1ccc(CCC(=O)N2CCN(c3cccc(C)c3C)CC2)cc1 | ? | 3% | -1 | -26% | -7 | ?
O=C(c1ccco1)N1CCN(C(=O)N2CCCCC2)CC1 | 6% | 2% | -3 | 19% | 6 | 21%
Cc1cccc(N2CCN(c3cc(C)nc4nnnn34)CC2C)c1 (stereo unspecified) | ? | ? | 6 | -6% | -4 | ?
COC(=O)c1nn(-c2cccc(C(F)(F)F)c2)c(=O)cc1Sc1ccccn1 | 1% | 2% | -1 | 7% | -27 | 37%[activator]
Fc1ccc(CNC(=S)NC2CCCCC2)cc1 | 3% | 1% | -2 | ? | -11 | 0%
O=C(C1CCN(S(=O)(=O)N2CCOCC2)CC1)N1CCc2ccccc21 | 31%[activator] | -12% | 6 | 7% | 13 | ?
O=C(C1CC1)N(CCc1ccccc1)Cc1nc2ccccc2c(=O)[nH]1 | -25% | -8% | 6 | 7% | -15 | 15µM*
CCCCCCCOC(=O)C[N+](C)(C)CCOC1CC2CCC1(C)C2(C)C (stereo unspecified) | 1.9µM* | 6% | -2 | ? | 0 | 13µM*
Cc1ccc(CNC(=O)CCC(=O)Nc2nnc(C)s2)cc1 | ? | / | -3 | 4% | 2 | -14%
Cc1cc(NC(=O)CSc2nc3ccccc3cc2C#N)no1 | 21% | 4% | 17 | 5% | 39* | 12%
CCOC(=O)N1CCN(C(=O)COc2ccc(S(=O)(=O)NCc3ccccc3)cc2)CC1 | -3% | 8% | -3 | -11% | -24 | ?
CCCNC(=S)NC1CC2CCC(C1)N2Cc1ccccc1 (stereo unspecified) | ? | 4% | -1 | -15% | -17 | ?
COc1ccc(CCn2c(C)cc(C(=O)CSc3nnnn3-c3ccccc3)c2C)cc1 | / | -1% | -2 | -20% | -3 | 19%
CN(C)CCNC(=O)/C(=C/c1cccc([N+](=O)[O-])c1)NC(=O)c1ccccc1 | -18% | 9% | -5 | 16% | -8 | 4%
C/C(=N\NC(=O)c1ccoc1C)c1cccc2ccccc12 | ? | -4% | 62* | ? | 80* | 12%
Cc1cccc(NC(=O)c2ccc(S(=O)(=O)NCc3ccco3)cc2)n1 | 88%[activator] | / | / | ? | / | 137%[activator]
Cc1cc(C)c2nc(NC(=O)C3CCCO3)sc2c1 (stereo unspecified) | / | -4% | 44* | ? | 58 | 325%[activator]
Cc1nc(NCCN2CCOCC2)c2oc3ccccc3c2n1 | 20% | -8% | -4 | -3% | 14 | 3%
CC1CCCN(C(=O)C2CCN(S(=O)(=O)c3ccc4c(c3)CC(C)N4C(=O)C3CC3)CC2)C1 (stereo unspecified) | ? | 8% | 3 | ? | -10 | 23%

Profiles as entered above. Screens in order: Pf growth 48h | FBPA Giardia inh | CHX counter | HCV inhibitor | Shiga inhibitor | Pf growth 96h
`COc1ccc(CCn2c(C)cc(C(=O)CSc3nnnn3-c3ccccc3)c2C)cc1` is entered as / | -1% | -2 | -20% | -3 | 19%
`O=C(C1CCN(S(=O)(=O)N2CCOCC2)CC1)N1CCc2ccccc21` is entered as 31%[activator] | -12% | 6 | 7% | 13 | ?
`Cc1cccc(C)c1NC(=O)CCCSc1nnc(-c2ccc(F)cc2)n1-c1ccccc1` is entered as -14% | 12% | 1 | ? | -22 | 12µM*
`O=C(c1ccco1)N1CCN(C(=O)N2CCCCC2)CC1` is entered as 6% | 2% | -3 | 19% | 6 | 21%
